High-throughput results as filed in PubChem.
Tb MetRS inh: blocks T. brucei methionyl-tRNA synthetase activity; purified T. brucei MetRS, ATP depletion, Kinase-Glo luminescence; inhibition, % at 11.9 µM; hit rate 0.4% among 360,000; AID 624268;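 active = inhibition above a per-plate cutoff of the control wells' mean inhibition plus 3 SD, cut at about 5.5% in these data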;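 also: 0% = DMSO wells median and 100% = median of wells with control inhibitor compound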
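Dosing: 11.9 µM compound single dose, 0.9% DMSO; Assay system: purified T. brucei MetRS enzyme; Measured by: Kinase-Glo luciferase luminescence reporting remaining unconsumed ATP; Schedule: 15 min plus 2 h at 25 °C.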
eLon inh: E. coli protease La inhibition | hit rate 0.42% among 360,000 | AID 602123 | inhibition, % at 7.94 µM | purified E. coli Lon protease, fluorescence polarization; in the data active = inhibition above about 13%, passing the limit was not always enough;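 also: 0% = enzyme with probe and DMSO and 100% = no enzyme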
DNMT1 block: blocks human DNA methyltransferase DNMT1; P26358; DNMT1 molecular beacon, Hinp1I cleavage, fluorescence; inhibition (reported as % activation of signal), % at 10 µM; hit rate 0.83% among 360,000; AID 588458; in the data active = inhibition above about 50%
Target sequence (P26358 504-1616 limits assumed): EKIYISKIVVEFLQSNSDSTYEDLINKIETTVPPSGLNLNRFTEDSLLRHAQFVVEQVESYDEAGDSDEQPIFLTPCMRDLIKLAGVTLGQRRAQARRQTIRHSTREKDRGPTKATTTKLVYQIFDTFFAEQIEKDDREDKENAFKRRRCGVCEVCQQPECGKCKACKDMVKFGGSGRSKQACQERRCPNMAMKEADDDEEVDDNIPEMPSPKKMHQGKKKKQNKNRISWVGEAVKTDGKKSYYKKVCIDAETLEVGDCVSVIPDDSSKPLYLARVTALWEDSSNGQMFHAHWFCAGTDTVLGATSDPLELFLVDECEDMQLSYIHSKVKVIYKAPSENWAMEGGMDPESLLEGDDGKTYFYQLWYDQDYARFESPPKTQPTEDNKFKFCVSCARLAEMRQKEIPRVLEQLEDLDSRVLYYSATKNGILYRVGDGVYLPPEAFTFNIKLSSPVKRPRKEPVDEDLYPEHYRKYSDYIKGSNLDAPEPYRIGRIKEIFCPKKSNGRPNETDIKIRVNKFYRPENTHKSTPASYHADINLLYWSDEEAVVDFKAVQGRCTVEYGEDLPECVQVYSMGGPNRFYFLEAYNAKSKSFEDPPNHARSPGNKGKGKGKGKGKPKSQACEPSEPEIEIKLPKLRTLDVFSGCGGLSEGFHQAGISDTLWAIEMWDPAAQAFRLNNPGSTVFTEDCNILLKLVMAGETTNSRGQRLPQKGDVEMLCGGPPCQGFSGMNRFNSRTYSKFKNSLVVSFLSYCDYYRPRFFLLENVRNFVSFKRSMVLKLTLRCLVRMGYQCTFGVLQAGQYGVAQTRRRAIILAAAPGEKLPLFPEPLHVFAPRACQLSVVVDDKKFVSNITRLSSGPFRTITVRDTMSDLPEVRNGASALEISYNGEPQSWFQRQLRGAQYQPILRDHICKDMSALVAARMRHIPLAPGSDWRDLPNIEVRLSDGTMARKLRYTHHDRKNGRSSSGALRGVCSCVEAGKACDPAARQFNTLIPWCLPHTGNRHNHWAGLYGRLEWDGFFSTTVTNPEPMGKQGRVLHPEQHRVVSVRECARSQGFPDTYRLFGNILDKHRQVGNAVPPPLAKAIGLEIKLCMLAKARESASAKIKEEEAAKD
STEP block: STEP (human) phosphatase inhibition. P54829. recombinant STEP, OMFP fluorogenic substrate, fluorescence. inhibition, % at 20 µM. hit rate 0.25% among 360,000. AID 588621;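 active = inhibition at 20 µM, scaled per plate between control wells, above about 37%, limit read from the data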;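 also: 0% = DMSO with enzyme and substrate and 100% = substrate only without enzyme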
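medium = Bis-Tris buffer pH 6.0, 2.5 mM DTT, 0.005% Tween 20 | test system = STEP (striatal-enriched tyrosine phosphatase) enzyme, cell-free | measure = normalized % inhibition | compound dosing = 20 µM, 1% DMSO | also added = 25 µM OMFP | schedule = reaction 20 min, ambient temperature | measured by = fluorescence read at 480 nm ex / 540 nm em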
Scp1 inh: Scp-1 (human) phosphatase inhibition. AID 493091. Q9GZU7. Recombinant Scp1, phosphopeptide, malachite green phosphate absorbance. inhibition, % at 20 µM. hit rate 0.88% among 340,000;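 active = inhibition above about 50% at 20 µM, limit read from the data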;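 also: plate controls were DMSO wells with enzyme for no effect and wells lacking enzyme for full effect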
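Material – SCP-1 phosphatase catalytic domain, residues 76-261 · Buffer or medium – Acidic Tris acetate buffer with magnesium and detergent · Also added – Phospho 17-mer peptide substrate · Compound – single 20 µM dose, 1% DMSO · Times – 45 min room-temperature reaction, 5 min colour, 30 min stabiliser · Technique – Phosphate-binding colour reagent, absorbance read at 630 nm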
SUMO1-SIM PPI: SUMO1-SIM interaction modulation | SUMO1 binding to a labelled peptide, TR-FRET, 1 h | inhibition, % at 20 µM | hit rate 0.33% among 360,000 | P63165; in the data active = inhibition above about 37%
MsrA inhibitor: bovine MsrA inhibition. purified bovine MsrA, absorbance read-out. inhibition, % at 15.5 µM. hit rate 0.75% among 360,000. AID 651718; in the data active = inhibition above about 4.5%;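 also: 0% = vehicle wells with enzyme and 100% = reference inhibitor wells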
MsrA act: bovine methionine sulfoxide reductase A activation; AID 602163; activation, % at 10.6 µM; hit rate 0.3% among 360,000; purified bovine MsrA, absorbance read-out; in the data active = activation above about 7.5%;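 also: 0% = vehicle and 100% = reference activator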
CendR NRP1 mod: alters CendR peptide binding to human NRP-1; hit rate 0.85% among 360,000; AID 602438; inhibition, % at 25 µM; FAM-RPARPAR peptide binding to NRP-1, fluorescence polarization;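 active = inhibition or corrected inhibition above about 18%, plus a signal ratio from 0.5 to 1.5, limit read from the data, passing the limit was not always enough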; also: strong numbers were not always called active
LMPTP inh: LMPTP (human) inhibition. recombinant LMPTP-A, OMFP fluorogenic substrate, fluorescence intensity. inhibition, % at 20 µM. P24666. hit rate 0.22% among 360,000;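 active = compounds that cut the enzyme signal by at least half of the control window in the single-dose screen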;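 also: plate controls were DMSO wells with enzyme plus substrate for no effect and substrate without enzyme for full effect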
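test system = LMPTP-A | amount = 0.625 nM LMPTP-A final | reagent = fluorogenic phosphatase substrate OMFP at 400 µM final | incubation = 50 min at room temperature | benchmarks = no-enzyme low control, uninhibited high control | medium = Bis-Tris pH 6.0, DTT, detergent | signal = fluorescence intensity of OMFP turnover product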
* hit, by the source's call; . = not tested or not shown.

Start of the data: the first six records as a preview:
SMILES	Tb MetRS inh	eLon inh	DNMT1 block	STEP block	Scp1 inh	SUMO1-SIM PPI	MsrA inhibitor	MsrA act	CendR NRP1 mod	LMPTP inh
CC(C(=O)NCCc1ccc(S(N)(=O)=O)cc1)N1C(=O)CC(C)(C)Sc2ccccc21 (stereo not drawn)	-1.5	0	1	-2	-6	6	-0.9	-6	6	-1.4
Cc1ccc(N2CC(C(=O)NCCCn3ccnc3)CC2=O)cc1 (stereo not drawn)	-1.5	12	0	-5	12	2	-0.1	-9	7	-2.3
CCCn1c(SCC(=O)NC2CCCC2)nnc1-c1cccnc1	-0.3	-6	0	2	-1	2	-0.3	-2	-5	-0.9
Cc1ccc(-c2csc(/C(C#N)=C/Nc3ccccc3SC(F)(F)F)n2)cc1	-0.1	-1	18	1	-5	19	-1.1	-2	-2	-0.6
CCOc1ccc(S(=O)(=O)N(C)c2ccc(OCC(=O)NCCc3ccc(OC)cc3)cc2)cc1	-0.6	2	-5	2	-7	-2	-0.8	-1	7	5.3
COc1ccc(S(=O)(=O)N2CCC(CN3C(=O)c4cccc5cccc(c45)C3=O)CC2)cc1	0.8	2	-6	1	-16	-7	2.5	-4	-2	1.1

The listing (from the top)
SMILES	Tb MetRS inh	eLon inh	DNMT1 block	STEP block	Scp1 inh	SUMO1-SIM PPI	MsrA inhibitor	MsrA act	CendR NRP1 mod	LMPTP inh
CC(C(=O)NCCc1ccc(S(N)(=O)=O)cc1)N1C(=O)CC(C)(C)Sc2ccccc21 (stereo not drawn)	-1.5	0	1	-2	-6	6	-0.9	-6	6	-1.4
Cc1ccc(N2CC(C(=O)NCCCn3ccnc3)CC2=O)cc1 (stereo not drawn)	-1.5	12	0	-5	12	2	-0.1	-9	7	-2.3
CCCn1c(SCC(=O)NC2CCCC2)nnc1-c1cccnc1	-0.3	-6	0	2	-1	2	-0.3	-2	-5	-0.9
Cc1ccc(-c2csc(/C(C#N)=C/Nc3ccccc3SC(F)(F)F)n2)cc1	-0.1	-1	18	1	-5	19	-1.1	-2	-2	-0.6
CCOc1ccc(S(=O)(=O)N(C)c2ccc(OCC(=O)NCCc3ccc(OC)cc3)cc2)cc1	-0.6	2	-5	2	-7	-2	-0.8	-1	7	5.3
COc1ccc(S(=O)(=O)N2CCC(CN3C(=O)c4cccc5cccc(c45)C3=O)CC2)cc1	0.8	2	-6	1	-16	-7	2.5	-4	-2	1.1
COc1cc(CNc2ncnc3c2ncn3[C@H]2CN(Cc3ccco3)C[C@@H](CO)O2)cc(OC)c1OC	0.4	-7	-1	0	.	-1	-1.8	-1	4	-0.9
O=C(Cc1cccs1)Nc1ccc(S(=O)(=O)Nc2ncccn2)cc1	-0.2	-2	68*	-3	25	10	-0.6	0	-41	6.0
CC(NC(=O)CSc1nc2c(c(C(F)(F)F)n1)CCc1ccccc1-2)c1ccccc1 (stereo not drawn)	-0.6	-4	-4	2	-10	4	-0.9	-2	28*	3.4
CC(C)(C)C(=O)/C(=C/c1ccncc1)n1cncn1	-0.5	1	4	2	-1	1	0.4	-3	-3	-2.0
COc1ccc(/C=C/C(=O)N2c3ccccc3Sc3ccc(C(F)(F)F)cc32)cc1	0.2	20	0	3	-18	-1	3.7	-3	-21	4.4
COC(=O)c1ccc2nc(C3CCCCC3)c3c(c2c1)CCC3	-0.1	-5	1	3	-3	1	-1.4	1	0	1.4
Nc1cccn2c(-c3ccc(Cl)c(Cl)c3)cnc12	-0.3	-27	-13	2	-1	-6	2.9	-4	-71	6.3
O=C(Oc1coc(CSc2nnc(NC(=O)C3CC3)s2)cc1=O)c1c(F)cccc1F	0.1	-2	17	1	12	9	-0.2	-8	-10	-0.5
CCN(CC)c1ncnc2sc3c(c12)CCC3	0.2	1	-3	-4	-5	1	0.3	-4	-7	-0.4
COc1ccc(S(=O)(=O)Nc2ccc(S(=O)(=O)Nc3ccc(F)cc3)cc2)cc1C	0.9	0	-9	0	-12	2	1.4	-3	-14	3.6
COc1ccccc1NC(=O)CSC1=NCCN1	-0.2	13	0	0	10	-3	-0.2	-3	-4	-2.5
O=C(Nc1nccs1)C(NS(=O)(=O)c1ccc(Br)s1)c1ccccc1 (stereo not drawn)	-1.9	2	-5	5	0	2	-0.6	-2	3	2.3
O=C(Cc1ccc(-n2c(=O)[nH]c3ccsc3c2=O)cc1)N1CCN(c2ccc(Cl)cc2)CC1	0.3	-1	1	2	-4	0	-1.2	2	-9	4.3
COc1ccc(Cl)cc1C(=O)N/N=C/c1ccc(N2CCOCC2)cc1	-0.4	-2	0	3	-9	-8	4.2	-3	-8	0.0
OCCN1CCN(c2ncnc3c2ncn3[C@H]2CN(Cc3ccc(F)cc3)C[C@@H](CO)O2)CC1	1.0	-5	2	0	.	2	-0.5	-8	-8	1.5
CCOC(=O)[C@]12CCC=C1N(Cc1ccco1)C(=O)[C@H](CC(=O)NCC1CCCCC1)C2	-0.5	-5	.	.	.	11	-0.1	-2	-9	-1.2
O=C(CN1CCN(CC(=O)c2ccc(Cl)cc2)CC1)c1ccc(Cl)cc1	-0.1	-12	-6	-1	-5	-6	0.6	-3	-12	-4.8
CC1CCC(C(C)C)C(OCC(O)CNC(C)c2ccccc2)C1 (stereo not drawn)	-1.1	-7	-3	-1	2	-1	-1.8	-2	4	-1.1
CC(C)C[C@@H](CC#N)N1CCN(CCc2ccccc2)CCC1=O	-0.2	0	-3	-2	-8	3	0.0	-3	0	-1.1
CCN1C(=O)c2ccc(C(=O)Nc3nccs3)cc2C1=O	-0.6	3	1	-4	-5	-25	0.2	-5	3	-0.6
O=C(CN(C(=O)CNC(=O)c1ccco1)c1ccc2c(c1)OCO2)NC1CCCCC1	-0.7	17	-1	-3	6	-1	-0.6	-1	10	0.3
COc1ccc(C(=O)NCc2cccnc2)cc1Br	-0.8	-8	2	-2	-7	-1	0.1	-4	-1	-1.7
CCC(O)c1cc2c(cc1NC(=O)c1ccc(C)cc1)OCCO2 (stereo not drawn)	-1.6	-1	-2	-4	0	-4	-0.7	-8	-4	-0.7
COc1ccccc1CNC(=O)COC(=O)CSc1ccc(Cl)cc1	-0.5	-42	-1	0	5	4	-0.8	-9	10	0.2
CC(C)(C)n1ncc(Oc2ccccc2[N+](=O)[O-])c(Cl)c1=O	0.5	3	-4	7	-4	-5	-1.2	-3	11	-0.9
CCN(C(=O)COC(=O)/C(C#N)=C/c1cc(C)n(CCOC)c1C)c1c(N)n(Cc2ccccc2)c(=O)[nH]c1=O	-0.6	-21	-15	-2	4	-28	1.2	-9	-24	0.4
O=C(NCc1cccc(Cl)c1)NCc1cccc(Cl)c1	6.2*	-16	8	0	-2	0	0.4	-13	-1	-0.4
C=CCn1c(=N)n(CC(=O)OC)c2ccccc21	-0.2	-10	5	2	-9	5	1.1	-3	-5	-0.9
CCOc1ccccc1N1CCN(CC(=O)Nc2cc(C)on2)CC1	-0.9	-4	5	-2	-6	-1	2.0	-5	3	1.3
COc1ccccc1CNC(=O)Cn1nnc(-c2ccncc2)n1	-0.1	-1	-6	-1	-5	-1	-1.1	-4	-20	0.7
CN1CCN(C(=O)Nc2ccccc2)CC1	-1.1	2	2	-4	-5	1	0.7	-3	1	-1.9
CCc1cccc(CC)c1NC(=S)N1CCn2cccc2C1c1ccncc1 (stereo not drawn)	-0.7	2	-2	0	-7	-7	0.4	-3	-7	-2.8
O=C(O)c1ccccc1-c1cccc2nncn12	-0.3	6	30	0	.	-2	1.2	-3	12	-0.3
COc1ccc(N2C(=O)CCC(C(=O)N3CCCCC3)C2c2ccc(F)cc2)cc1 (stereo not drawn)	-1.1	7	0	-2	-2	25	.	-4	2	-1.1
O=C(Nc1cccc(-n2cnnn2)c1)c1ccc(OC(F)(F)F)cc1	0.5	-1	-1	-1	-11	10	0.2	2	5	-0.8
O=C(NNC(=S)Nc1ccc(Cl)cc1)c1ccccc1OC(F)F	0.1	-7	-1	0	-12	5	-0.6	1	-6	0.2
Cc1ccccc1OCCC(=O)NCCc1ccc(S(N)(=O)=O)cc1	-0.2	-1	3	-2	6	-2	-1.4	-7	-10	-2.6
CO/N=C/c1c(-c2ccccc2)nn(C)c1Cl	-1.8	5	2	0	5	5	0.8	-14	15	1.1
CC1=C(C(=O)OC2CCCCC2)C(c2ccccc2F)NC(=O)N1 (stereo not drawn)	-0.5	5	2	-2	-3	5	-1.8	-5	7	-0.7
CC(C)c1nnc(NC(=O)CCC(=O)N2CCN(Cc3ccc(F)cc3)CC2)s1	-0.8	-2	-2	-4	7	0	-0.4	-5	9	-1.3
CC(=O)NCCNc1nc2c(-c3cccc(C(F)(F)F)c3)nnn2c2ccccc12	-0.5	-4	34	2	-19	-48	-0.8	-3	-3	-0.6
CCc1cc(=O)oc2cc(C)cc(OC(C)C(=O)NCc3cccnc3)c12 (stereo not drawn)	-0.2	-6	2	-1	-4	18	2.3	-2	1	-1.2
CCCn1cc(S(=O)(=O)c2ccc(C)cc2)c(=O)c2cc(OCC)ccc21	0.0	5	3	-2	-9	-1	1.8	-3	9	-0.4
O=S1(=O)c2ccccc2N=NN1Cc1ccc(Cl)cc1	-0.1	1	-23	2	-6	4	-0.2	-3	3	1.2
Cc1ccc(NC(=O)NC2(C(=O)NCc3ccccc3)CCCCC2)cc1	0.2	6	-1	3	-3	2	1.9	-3	0	0.1
CCOc1ccc(C(=O)Nc2ccc3c(c2)OCCO3)cc1[N+](=O)[O-]	-0.1	-2	0	0	-11	-12	-0.5	-5	4	-0.2

Reprinted at random: 5 records from the list.
SMILES	Tb MetRS inh	eLon inh	DNMT1 block	STEP block	Scp1 inh	SUMO1-SIM PPI	MsrA inhibitor	MsrA act	CendR NRP1 mod	LMPTP inh
CCN(C(=O)COC(=O)/C(C#N)=C/c1cc(C)n(CCOC)c1C)c1c(N)n(Cc2ccccc2)c(=O)[nH]c1=O	-0.6	-21	-15	-2	4	-28	1.2	-9	-24	0.4
O=C(Nc1nccs1)C(NS(=O)(=O)c1ccc(Br)s1)c1ccccc1 (stereo not drawn)	-1.9	2	-5	5	0	2	-0.6	-2	3	2.3
CC(C)(C)n1ncc(Oc2ccccc2[N+](=O)[O-])c(Cl)c1=O	0.5	3	-4	7	-4	-5	-1.2	-3	11	-0.9
COc1cc(CNc2ncnc3c2ncn3[C@H]2CN(Cc3ccco3)C[C@@H](CO)O2)cc(OC)c1OC	0.4	-7	-1	0	.	-1	-1.8	-1	4	-0.9
COC(=O)c1ccc2nc(C3CCCCC3)c3c(c2c1)CCC3	-0.1	-5	1	3	-3	1	-1.4	1	0	1.4
